Source: PubChem
HTR5A inv ctr – HTR5A inverse agonists in luminescence cell assay, primary screen, counter-screen for OPRM1-OPRD1 heterodimer inverse agonist project, full-deck HTS. HTR5A cell line, inverse agonism. AID 504634, 2011. 0.083% of 340,000 active. inhibition, % at 9.3 µM. 5-hydroxytryptamine receptor 5A (Homo sapiens), P47898; in the data active = inhibition mostly above about 23%, no sharp cut-off; inactive = mostly below about 18%;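 note: 0% = cells with DMSO and 100% = no-cell wells with DMSO; some compounds called inactive have numbers as strong as hits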
Target sequence (P47898 whole entry, looked up): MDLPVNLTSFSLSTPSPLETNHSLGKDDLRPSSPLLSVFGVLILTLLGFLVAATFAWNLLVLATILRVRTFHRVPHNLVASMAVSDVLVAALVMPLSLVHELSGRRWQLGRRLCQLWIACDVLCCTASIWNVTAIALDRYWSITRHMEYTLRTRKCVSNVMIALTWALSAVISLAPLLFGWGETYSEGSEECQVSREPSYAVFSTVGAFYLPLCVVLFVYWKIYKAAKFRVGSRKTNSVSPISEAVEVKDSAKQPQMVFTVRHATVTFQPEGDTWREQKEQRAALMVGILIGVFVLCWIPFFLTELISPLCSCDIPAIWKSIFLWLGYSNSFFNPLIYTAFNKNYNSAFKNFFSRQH
AddAB inh – growth inhibition of E. coli expressing H. pylori AddAB, primary screen, AddAB inhibitor project, absorbance. inhibition, % at 11.9 µM. AID 435030, 2010. 0.29% of 330,000 active; in the data active = inhibition above about 12%;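 note: 0% = vehicle wells of infected cells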
phage Ecoli inh – growth loss of phage-infected E. coli, primary screen, RecBCD inhibitor project, absorbance, with phage, HTS; inhibition, % at 11.9 µM; 0.26% of 360,000 active; AID 651602, 2012; in the data active = inhibition above about 11%
CDK5 p35 inh – inhibitors of human CDK5/p35 kinase, primary screen, biochemical, single concentration. Cyclin-dependent kinase 5 (Homo sapiens) + Cyclin-dependent kinase 5 activator 1 (Homo …. Recombinant CDK5/p35, ADP-Glo luminescence, 60 min. inhibition, % at 10 µM. 0.01% of 330,000 active;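 active = highest replicate inhibition of at least 50% and at least 75% of replicates reaching 50%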;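 note: plate controls were DMSO neutral control for no effect and GW8510 at 10 µM for full effect; many of its hits are not listed in these tables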
E coli growth – E. coli V3065 growth inhibition, primary screen, counter-screen for AddAB inhibitor project, absorbance, OD600; inhibition, % at 11.9 µM; 18 h; AID 449728, 2010; 0.27% of 330,000 active;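 active = inhibition above the campaign's mean inhibition across all tested compounds plus 3 SD, cut at about 9.9% in these data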;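 note: uninfected addAB+ strain grown without phage in ampicillin broth; 0% = DMSO wells and 100% = ciprofloxacin 0.95 µg/ml wells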
PKA-R2B act – activators of PKA-R2B holoenzyme, primary screen, biochemical, fluorescence polarization, Cy5-IP20, human; PKA-R2B holoenzyme dissociation; R2B truncated from residue 108, S112A mutant; 0% DMSO only, 100% 113 µM cGMP; activation, % at 11.4 µM; 0.079% of 340,000 active;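 active = activation above a cutoff set at the mean over all compounds plus 3 SD, cut at about 18% in these data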;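 note: higher means more holoenzyme dissociation and a rise in polarization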
HTR5A ag – HTR5A agonists in luminescence cell assay, primary screen, counter-screen for OPRM1-OPRD1 heterodimer agonist project, full-deck HTS; 5-hydroxytryptamine receptor 5A (Homo sapiens), P47898; 0.61% of 340,000 active; activation, % at 9.3 µM; cell-based; AID 504692, 2011; in the data active = activation mostly above about 9.5%, no sharp cut-off; inactive = mostly below about 7.6%;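 note: 0% = cells with vehicle only and 100% = reference agonist; strong numbers were not always called active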
Tat transport – E. coli Tat export inhibitors, primary screen, MC4100, TorA-mCherry reporter, fluorescence, single point. 0.036% of 340,000 active. AID 488895, 2010. inhibition, % at 10 µM;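 active = mean replicate inhibition at least 50% and at least half of replicates individually reaching 50%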;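 note: exported cargo escapes ClpAP degradation while cytoplasmic cargo is degraded and loses fluorescence; 0% = median of neutral control wells and 100% = median of NaSCN control wells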
DAGLB inhibitor – DAGLB lipase inhibitors, primary screen, biochemical, fluorescence, HTS | Diacylglycerol lipase-beta (Homo sapiens), Q8NCG7 | HEK293T DAGLB membrane lysate, EnzChek fluorogenic substrate | inhibition, % at 5.17 µM | 0.059% of 340,000 active | AID 504411, 2011; in the data active = inhibition above about 34%;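 note: 0% = enzyme with vehicle and 100% = wells lacking enzyme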
Target sequence (Q8NCG7 whole entry, looked up): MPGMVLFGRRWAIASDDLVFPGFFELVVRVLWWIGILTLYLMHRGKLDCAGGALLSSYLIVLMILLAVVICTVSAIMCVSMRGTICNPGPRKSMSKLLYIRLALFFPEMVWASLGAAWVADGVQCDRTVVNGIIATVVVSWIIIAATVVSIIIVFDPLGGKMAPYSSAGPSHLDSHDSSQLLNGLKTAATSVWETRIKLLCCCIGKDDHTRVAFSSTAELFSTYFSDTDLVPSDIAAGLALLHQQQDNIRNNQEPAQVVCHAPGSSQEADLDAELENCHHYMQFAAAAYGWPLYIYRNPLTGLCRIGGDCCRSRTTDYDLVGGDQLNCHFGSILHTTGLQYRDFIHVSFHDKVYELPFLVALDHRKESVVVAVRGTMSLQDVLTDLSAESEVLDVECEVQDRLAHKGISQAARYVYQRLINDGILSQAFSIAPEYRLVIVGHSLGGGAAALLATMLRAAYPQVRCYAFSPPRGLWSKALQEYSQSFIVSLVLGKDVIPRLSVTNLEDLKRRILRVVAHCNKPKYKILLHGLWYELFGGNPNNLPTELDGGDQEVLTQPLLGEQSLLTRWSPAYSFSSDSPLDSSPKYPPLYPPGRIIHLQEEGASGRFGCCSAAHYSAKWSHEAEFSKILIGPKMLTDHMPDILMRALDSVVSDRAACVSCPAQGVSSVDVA
PKA-R1A activ – activators of PKA-R1A holoenzyme, primary screen, biochemical, fluorescence polarization, Cy5-IP20, bovine R1A, mouse PKAc; cAMP-dependent protein kinase type I-alpha regulatory subunit (Bos taurus) + …; PKA-R1A dissociation; scaled: DMSO 0%, 113 µM cGMP 100%; activation, % at 11.4 µM; 0.083% of 340,000 active; AID 504707, 2011;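 active = percent activation above the mean of all tested compounds plus 3 SD, cut at about 19% in these data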;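 note: higher means more PKAc released from R1A so a rise in polarization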
Mot1-301 SUMO – yeast Mot1-301 growth rescue at high temperature, primary screen, SUMOylation pathway inhibitor project, S. cerevisiae, ATP luminescence, 38.5C. S. cerevisiae Mot1-301 growth rescue; percent above DMSO median, 100 means doubled. growth rescue, % at 18.8 µM. 1% of 320,000 active;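 active = every valid replicate shows activation above 250% relative to neutral control wells; inactive = the rest, any valid replicate at or below 250%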;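 note: OY570 slx delta 5 strain wells were the positive control but not used for scaling; some compounds called inactive have numbers as strong as hits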
The depositor's hits bear a star; . = no result given. Compounds were not picked by outcome. Share with any hit: about 2.3%.

SMILES	HTR5A inv ctr	AddAB inh	phage Ecoli inh	CDK5 p35 inh	E coli growth	PKA-R2B act	HTR5A ag	Tat transport	DAGLB inhibitor	PKA-R1A activ	Mot1-301 SUMO
Cc1nc(-c2ccc(C(=O)Nc3cccc(Br)c3)cc2)cs1	-6	2.1	2.9	-0.6	-2.5	-1	2	-4	-3	2	4
CC1CCCC(C)N1C(=O)COc1ccccc1F (stereo unspecified)	-20	2.6	4.3	-0.5	-0.3	0	0	-6	-2	0	8
Cc1ccc2nc3c(c(C(=O)OC4CCOC4=O)c2c1)CCCC3 (stereo unspecified)	-1	-0.2	3.5	-4.8	-0.6	10	0	2	0	-1	3
COc1ccc(OC)c(C(=O)c2coc3ccc(O)c(CN(C)C)c23)c1	-32	-1.6	-0.6	1.0	-1.3	14	-1	-2	-1	-1	11
N#Cc1cn(CCCOc2ccccc2)c2ccccc12	-18	-0.6	2.5	1.2	-0.7	-5	5	-10	-5	0	-5
CCOC(=O)c1c(NC(C)=O)sc(C(=O)NC2CCCC2)c1C	0	3.2	1.1	2.1	-0.5	7	1	0	1	5	1
Cc1cc(Nc2cccc(Br)c2)c2ccccc2n1	-9	0.9	1.4	1.1	-0.7	-10	-2	2	2	-8	-8
COc1cc(/C=C/C(=O)N(C)CC(=O)Nc2ccccc2SC)cc(OC)c1OC	-10	2.3	3.0	-2.7	2.2	-9	4	-1	2	-2	52
O=C(OCC(=O)c1ccc[nH]1)c1ccc(Br)cc1	-37	2.3	3.0	0.3	1.0	-13	2	-5	-7	16	34
Cc1cc(C)nc(N2CCN(S(=O)(=O)c3ccc(F)cc3)CC2)n1	-6	2.6	1.0	-1.1	-0.3	2	2	-5	-5	-15	-7
CCOC(=O)c1c(S(=O)(=O)Nc2ccc(F)cc2Cl)c(C)n(C)c1C	-6	2.7	0.0	-1.9	0.3	0	2	1	-2	-3	-15
Cc1cc(N/N=C/c2cccc([N+](=O)[O-])c2)nc(-n2nc(C)cc2C)n1	9	-3.6	0.7	-0.2	-6.2	5	-3	-11	-2	-8	88
Cc1cccc(C)c1NC(=O)CNC(=O)CNC(=O)c1ccc2c(c1)OCO2	-22	-0.7	2.6	0.3	-2.9	-3	7	0	-1	-1	18
O=C(Cn1nc(C(F)F)cc1C(F)F)NNC(=S)Nc1ccc(F)cc1	-9	2.3	3.0	0.2	2.4	4	3	-4	0	-3	8
CC1(C)Cc2cccc(OCC(=O)NCCOc3ccccc3)c2O1	-14	6.2	0.8	0.2	-1.3	5	5	-2	-10	9	5
COc1ccc(S(=O)(=O)N(C)C)cc1NC(=O)COC(=O)c1nc2nccc(C)n2n1	6	3.1	-1.9	-0.2	3.5	1	-2	3	0	-5	-16
COc1ccc(CCN2CC(C(=O)Nc3ccc4c(c3)OCO4)CC2=O)cc1OC (stereo unspecified)	-2	5.0	3.1	1.3	-0.4	-1	-3	1	2	8	68
Cc1c(OCC(=O)NCc2ccccn2)ccc2c(-c3ccccc3)cc(=O)oc12	10	2.5	4.3	1.0	4.7	-4	3	-5	-3	-9	6
Cc1cccc(C(C)C)c1NC(=O)Cc1ccc(S(=O)(=O)N2CCOCC2)s1	11	-0.8	2.3	-0.9	1.8	2	-4	1	-3	5	-15
O=C(Nc1nccs1)C1CC(=O)N(CCc2ccccc2)C1 (stereo unspecified)	9	.	3.5	-0.1	.	-1	0	0	0	1	.
CCN(CC)CCNC(=O)Cn1nc(Cc2ccncc2)c2ccccc2c1=O	4	-0.2	4.2	-0.3	0.8	-7	-1	0	0	1	-10
CCOC(=O)c1c(S(=O)(=O)N2CCCC(C(=O)Nc3ccc(C)cn3)C2)c(C)n(C)c1C (stereo unspecified)	-8	3.4	0.5	-3.0	1.5	-5	2	2	0	1	5
COc1cc(C(=O)NCc2cccc(Cl)c2)ccc1OCC(=O)N1CCOCC1	-9	0.6	0.2	-3.1	-1.3	0	1	1	2	-5	253
Cc1ccc(NS(=O)(=O)c2ccc3c(c2)CC(=O)N3)c(C)c1	-45	2.0	1.1	-3.2	-2.2	15	7	-5	0	1	14
CN(C)CCNC(C(=O)Nc1cccc(S(=O)(=O)N2CCOCC2)c1)c1ccccc1 (stereo unspecified)	10	-3.3	1.0	1.4	-2.8	6	0	-6	2	-10	1
Cc1ccc(S(=O)(=O)NC(CC(=O)O)c2ccc(F)cc2)cc1 (stereo unspecified)	-4	0.8	4.0	0.1	0.7	0	1	-6	0	1	6
C=C(C)C(=O)Nc1cccnc1Oc1ccc(F)cc1	-40	1.0	0.8	0.9	0.6	1	2	-2	-2	14	-5
COc1ccc(C(=O)OCn2nnc3ccccc3c2=O)cc1[N+](=O)[O-]	-4	5.4	3.4	-0.2	3.2	0	2	-3	-2	-4	12
Cc1ccc(NC(=O)COC(=O)Cc2cccs2)cc1S(=O)(=O)N1CCOCC1	-16	0.1	1.2	-1.2	-1.3	3	7	-7	-3	-7	12
O=C(CSc1n[nH]c(=O)n1Cc1ccccc1)Nc1ccc(F)c(F)c1F	-22	2.5	2.0	0.0	3.4	-8	7	2	0	-7	61
CCCOC(=O)c1ccc(Oc2cn[nH]c2-c2ccc(O)cc2O)cc1	-22	4.3	3.3	-2.8	4.7	-5	11	9	-2	12	-13
COc1ccc(CCNC(=O)NC2CCCCC2)cc1	-12	0.2	2.5	-1.4	-0.6	-4	-5	5	2	-2	12
COC(=O)CNC(=O)c1cc(-c2ccncc2)nc2ccccc12	-1	2.0	1.5	1.3	-1.3	4	0	0	1	4	-9
C=CCNC(=O)NC(=O)COC(=O)CNS(=O)(=O)c1ccc(F)c(F)c1F	9	-0.1	4.5	0.1	-0.3	-9	0	-13	0	-17	-4
CCc1ccc(OCC(=O)N/N=C(\C)c2ccccc2OC(F)F)cc1	5	2.3	3.2	0.0	0.1	-14	-2	0	-7	-5	257
O=C(CN1CCN(c2ccc(C(F)(F)F)cn2)CC1)Nc1ccc2c(c1)OCO2	-6	5.7	2.1	-0.7	1.7	0	-3	2	2	-18	89
COc1ccc2[nH]c3nc(SC(C)C)nnc3c2c1	-14	-3.4	4.0	-0.7	0.3	-5	6	-4	-3	-16	67
CC(OC(=O)c1ccc(=O)n(Cc2ccccc2)n1)C(=O)Nc1cccc(Cl)c1 (stereo unspecified)	-2	-1.0	2.6	-1.4	-3.4	-10	7	-4	1	-7	-7
O=C(c1ccc(Cn2c(=S)[nH]c3ccc(N4CCOCC4)cc3c2=O)cc1)N1CCC(N2CCCCC2)CC1	-4	3.1	1.5	0.9	-1.4	3	2	3	0	-9	-6
COc1ccc(CC(=O)N2CCCc3ccccc32)cc1	5	2.0	6.5	-0.3	-1.8	-8	-4	-2	-5	4	-7
CCC(CO)Oc1cc(NCc2ccncc2)c2ncn(C(C)C)c2c1 (stereo unspecified)	-2	1.2	0.0	1.0	0.7	-5	3	9	4	-11	5
CCCC(=O)NC(c1ccc(Cl)cc1)c1ccc2cccnc2c1O (stereo unspecified)	-42	19*	18*	-0.3	28*	-1	4	-10	20	-9	1
CN(CC(=O)N1CCN(Cc2ccccc2)CC1)S(=O)(=O)c1cccc2nsnc12	1	4.5	1.5	-0.5	4.1	-4	6	14	-2	-1	0
COc1cccc(/C=C2/SC(=O)N(CC(=O)N3CCc4ccccc4C3)C2=O)c1OCC(=O)O	-9	3.5	2.7	-0.2	-1.2	0	4	-1	3	-10	-8
O=C(Nc1ccc(NC(=O)c2ccco2)c(Cl)c1)c1ccccc1	14	5.6	5.9	-0.6	0.2	5	-4	-1	-1	-4	-11
CC(C)(C)c1ccc(/C=C/C(=O)c2ccc(NC3=NCCCS3)cc2)cc1	-8	0.1	4.9	-0.6	0.7	1	3	5	4	-13	-1
CCn1c(=NC(=O)c2ccc(S(=O)(=O)N(C)C)cc2)sc2cccc(OC)c21	-3	3.7	1.5	0.4	-1.7	9	1	-9	-1	-10	-16
Cc1cccc(NC(=O)c2cc3ccccc3c(=O)o2)n1	-7	-0.7	1.1	-0.1	-0.4	-2	-1	2	-3	-7	-9
CCc1ccccc1S(=O)(=O)Cc1ccc(C(=O)N2CCN(c3ccccc3OC)CC2)o1	-12	4.5	-1.2	-1.1	1.5	-8	4	9	-2	7	.

8 neighbouring compounds out of the list so far:
SMILES	HTR5A inv ctr	AddAB inh	phage Ecoli inh	CDK5 p35 inh	E coli growth	PKA-R2B act	HTR5A ag	Tat transport	DAGLB inhibitor	PKA-R1A activ	Mot1-301 SUMO
COc1ccc(CC(=O)N2CCCc3ccccc32)cc1	5	2.0	6.5	-0.3	-1.8	-8	-4	-2	-5	4	-7
CCC(CO)Oc1cc(NCc2ccncc2)c2ncn(C(C)C)c2c1 (stereo unspecified)	-2	1.2	0.0	1.0	0.7	-5	3	9	4	-11	5
CCCC(=O)NC(c1ccc(Cl)cc1)c1ccc2cccnc2c1O (stereo unspecified)	-42	19*	18*	-0.3	28*	-1	4	-10	20	-9	1
CN(CC(=O)N1CCN(Cc2ccccc2)CC1)S(=O)(=O)c1cccc2nsnc12	1	4.5	1.5	-0.5	4.1	-4	6	14	-2	-1	0
COc1cccc(/C=C2/SC(=O)N(CC(=O)N3CCc4ccccc4C3)C2=O)c1OCC(=O)O	-9	3.5	2.7	-0.2	-1.2	0	4	-1	3	-10	-8
O=C(Nc1ccc(NC(=O)c2ccco2)c(Cl)c1)c1ccccc1	14	5.6	5.9	-0.6	0.2	5	-4	-1	-1	-4	-11
CC(C)(C)c1ccc(/C=C/C(=O)c2ccc(NC3=NCCCS3)cc2)cc1	-8	0.1	4.9	-0.6	0.7	1	3	5	4	-13	-1
CCn1c(=NC(=O)c2ccc(S(=O)(=O)N(C)C)cc2)sc2cccc(OC)c21	-3	3.7	1.5	0.4	-1.7	9	1	-9	-1	-10	-16
